Source: PubChem BioAssay
mIAP inh – inhibitors of mouse IAP, primary screen, biochemical, luminescence, uHTS; intestinal alkaline phosphatase [Mus musculus]; purified mouse IAP, CDP-Star luminescence, 30 min; inhibition, % at 10 µM; 330,000 tested, 0.2% active; AID 2806, 2010;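 active = inhibition of at least 40% at 10 µM in the primary screen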;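 note: plate controls were DMSO with enzyme for no effect and no enzyme wells for full effect; values of inactives mirror those of a sister screen read the other way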
Apaf-1 inh – inhibitors of human Apaf-1 apoptosome, primary screen, biochemical, DEVD-Rh110 fluorescence, uHTS; AID 489030, 2010; inhibition, % at 20 µM; reconstituted apoptosome caspase-3 activity; 330,000 tested, 0.71% active; active = inhibition of at least 40% at 20 µM;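 note: plate controls were DMSO wells for no effect and DEVD-CHO caspase inhibitor wells for full effect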
Target sequence (O14727 whole entry, looked up): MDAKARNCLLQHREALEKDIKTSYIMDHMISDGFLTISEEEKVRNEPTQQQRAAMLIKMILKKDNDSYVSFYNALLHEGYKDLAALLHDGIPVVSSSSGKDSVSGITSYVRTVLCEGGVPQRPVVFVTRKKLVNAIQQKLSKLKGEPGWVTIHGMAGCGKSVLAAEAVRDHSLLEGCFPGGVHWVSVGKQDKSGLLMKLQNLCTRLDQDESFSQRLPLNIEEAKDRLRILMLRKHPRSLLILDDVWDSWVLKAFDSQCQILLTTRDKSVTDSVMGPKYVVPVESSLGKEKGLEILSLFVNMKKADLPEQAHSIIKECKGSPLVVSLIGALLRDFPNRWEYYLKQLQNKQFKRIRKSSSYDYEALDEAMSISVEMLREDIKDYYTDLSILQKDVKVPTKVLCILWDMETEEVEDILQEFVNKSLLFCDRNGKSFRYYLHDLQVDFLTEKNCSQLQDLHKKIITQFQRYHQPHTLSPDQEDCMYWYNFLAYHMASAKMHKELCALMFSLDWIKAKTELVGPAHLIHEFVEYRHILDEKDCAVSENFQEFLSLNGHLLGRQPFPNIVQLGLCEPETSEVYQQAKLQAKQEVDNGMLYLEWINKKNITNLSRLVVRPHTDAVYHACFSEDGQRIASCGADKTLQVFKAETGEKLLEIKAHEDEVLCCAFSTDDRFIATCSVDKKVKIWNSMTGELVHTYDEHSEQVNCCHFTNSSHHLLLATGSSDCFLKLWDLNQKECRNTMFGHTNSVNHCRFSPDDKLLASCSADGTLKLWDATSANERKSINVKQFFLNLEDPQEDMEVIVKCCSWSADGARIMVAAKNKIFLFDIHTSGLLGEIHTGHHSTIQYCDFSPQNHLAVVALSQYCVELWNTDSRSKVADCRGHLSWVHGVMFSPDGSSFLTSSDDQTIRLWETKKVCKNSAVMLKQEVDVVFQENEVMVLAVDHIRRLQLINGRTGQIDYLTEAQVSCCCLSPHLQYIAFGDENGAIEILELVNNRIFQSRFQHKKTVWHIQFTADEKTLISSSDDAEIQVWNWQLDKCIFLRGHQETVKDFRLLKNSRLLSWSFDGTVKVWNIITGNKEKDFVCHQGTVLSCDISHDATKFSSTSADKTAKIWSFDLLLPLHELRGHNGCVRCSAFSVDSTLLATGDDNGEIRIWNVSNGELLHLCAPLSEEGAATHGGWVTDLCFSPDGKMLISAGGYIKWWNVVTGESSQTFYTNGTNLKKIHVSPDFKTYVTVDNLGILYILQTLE
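System: reconstituted apoptosome with Apaf-1, cytochrome c, caspase-9, procaspase-3, dATP; Signal: Rh110 fluorescence intensity; Schedule: 30 min compound preincubation, 50 min activation, room temperature; Reagent: cytochrome c trigger plus (Z-DEVD)2-Rh110 caspase-3 substrate.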
NALP3 yeast inh – NALP3 inflammasome inhibitors in reconstituted yeast, primary screen, luminescence, uHTS; 330,000 tested, 0.39% active; inhibition, % at 10 µM; Yeast reconstituted NLRP3/ASC/caspase-1, beta-gal luminescence, 24 h; AID 2825, 2010;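 active = inhibition of 50% or more; inactive = inhibition below 50%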;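 note: plate controls were induced DMSO wells for no effect and uninduced yeast grown without galactose for full effect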
hIAP activ – human IAP activators, primary screen, biochemical, luminescence, uHTS; 330,000 tested, 0.16% active; purified human IAP, CDP-Star luminescence, 30 min; stronger effect = higher value; 1 = vehicle-only enzyme, 0 = enzyme-free background; Intestinal-type alkaline phosphatase (Homo sapiens), P09923; activation factor at 10 µM; AID 2524, 2010;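 active = activation factor of the enzyme at least 2-fold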; note: the source names both 10 and 20 µM as test concentration; values of inactives mirror those of a sister screen read the other way
mIAP activ – activators of mouse IAP, primary screen, biochemical, luminescence, uHTS. AID 2805, 2010. 330,000 tested, 0.24% active. intestinal alkaline phosphatase [Mus musculus]. muIAP, CDP-Star luminescence, 30 min; stronger effect = higher value; 1 = vehicle-only enzyme signal, 0 = enzyme-free wells. activation factor at 10 µM;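 active = activation factor of at least 2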; note: the source names both 10 and 20 µM as test concentration; values of inactives mirror those of a sister screen read the other way
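Assay system: mouse IAP enzyme; reagent: chemiluminescent substrate CDP-Star; dosing: test compounds delivered from DMSO solution; schedule: 30 min at room temperature; measured by: luminescence from enzymatic CDP-Star hydrolysis; controls: DMSO-only wells and no-enzyme negative control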
hIAP inh – human IAP inhibitors, primary screen, biochemical, luminescence, uHTS | Intestinal-type alkaline phosphatase (Homo sapiens), P09923 | purified IAP, CDP-Star luminescence, 30 min | inhibition, % at 10 µM | 330,000 tested, 0.12% active | AID 2544, 2010;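 active = inhibition reaching a set limit with compound at 10 µM in the primary screen, cut at about 35% in these data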;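 note: plate controls were DMSO wells with enzyme for no effect and no-enzyme buffer wells for full effect; values of inactives mirror those of a sister screen read the other way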
TIM10 inh – growth inhibitors of isogenic TIM10 control yeast, primary screen, counter-screen for tim10-1 yeast inhibitor project, luminescence, uHTS. AID 463195, 2010. inhibition, % at 10 µM. 330,000 tested, 1.4% active. S. cerevisiae TIM10 strain growth, BacTiter-Glo luminescence, 24 h;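 active = inhibition of 40% or more at the single tested concentration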;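 note: wild-type TIM10 isogenic control strain grown at permissive 25 °C; 0% = DMSO yeast wells and 100% = minimal medium wells without yeast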
tim10-1 inh – growth inhibitors of tim10-1 mutant yeast, primary screen, luminescence, uHTS | S. cerevisiae tim10-1 ts strain growth, BacTiter-Glo, 24 h | 330,000 tested, 2.2% active | AID 463190, 2010 | inhibition, % at 20 µM;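 active = inhibition of at least 40%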;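 note: mutant grown at 25 °C; 0% = DMSO wells with yeast and 100% = wells holding no yeast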
ATG4B inh – ATG4B protease inhibitors, primary screen, biochemical, fluorescence, uHTS; Cysteine protease ATG4B (Homo sapiens), Q9Y4P1; ATG4B cleavage of LC3-PLA2, NBD-HPC fluorescence, 1 h; inhibition, % at 8.33 µM; 340,000 tested, 0.51% active; AID 504462, 2011; in the data active = inhibition above about 40%
The depositor's hits bear a star; nt = no result given. Random draw from the library; any-hit rate near 4.5%.

SMILES	mIAP inh	Apaf-1 inh	NALP3 yeast inh	hIAP activ	mIAP activ	hIAP inh	TIM10 inh	tim10-1 inh	ATG4B inh
CS(=O)(=O)N1CCC2(CC1)OCCN2S(=O)(=O)c1ccccc1	7	-1	9	0.88	0.93	12	1	-4	-3
CCOC(=O)C1CCN(c2ncnc3c2cnn3C)CC1	1	5	6	1	0.99	-4	-7	7	4
COc1ccc(Cc2n[nH]c(=S)n2Cc2ccccc2)cc1Cl	-14	14	6	1.3	1.1	-33	9	16	-10
CCN(C(=N)N=C(N)N)c1ccccc1	2	-14	-2	0.88	0.98	12	19	9	3
CCc1ccc(CCC(=O)Nc2ccc(C)cc2C)o1	4	3	30	1.2	0.96	-25	9	7	-1
Cc1ccc(-c2n[nH]c(=S)n2/N=C/C=C\c2ccccc2[N+](=O)[O-])cc1	10	14	25	1.2	0.9	-17	39	23	3
Cc1c(N=C2C=C(Br)C(=O)C(Br)=C2)c(=O)n(-c2ccccc2)n1C	14	31	27	0.81	0.86	19	7	6	2
CC(=O)Oc1cc2oc(=O)cc(C)c2cc1Cl	-6	5	10	1	1.1	-3	15	6	2
CCn1c(SCC(=O)Nc2ccc(F)cc2)nc2ccccc2c1=O	1	7	14	0.94	0.99	6	-3	1	0
O=C(N/N=C/c1ccc([N+](=O)[O-])o1)c1sc2ccccc2c1Cl	42*	-3	10	0.87	0.58	13	69*	25	8
CCOC(=O)C1=CN(Cc2ccco2)S(=O)(=O)N(C)C1c1ccc(F)c(Cl)c1 (stereo not given)	13	17	nt	nt	0.87	nt	6	23	14
COc1ccc(-n2c(=O)c3c(C)c(C)sc3n(Cc3cccc(F)c3)c2=O)c(OC)c1	-2	-1	2	1	1	-5	15	6	-2
C/C(=N\NC(=O)c1nc2ccccn2c1C)c1cccc([N+](=O)[O-])c1	-2	-8	0	1.1	1	-12	0	19	-8
CC(C)(C)OC(=O)NCc1ccc(CNC(=O)c2nc[nH]c2C(=O)N2CCc3ccccc3C2)cc1	13	12	4	1.2	0.87	-23	-1	12	2
O=C(COC(=O)/C=C/c1ccc(OC(F)F)cc1)Nc1ccc(S(=O)(=O)N2CCCC2)cc1	2	29	-3	0.93	0.98	7	0	35	-29
O=C(NCc1ccccc1Cl)c1ccc2nc[nH]c2c1	19	11	14	1.1	0.81	-11	-13	-5	2
CC1CCC2(CC1)NC(=O)N(CC(=O)Nc1ccc(C(N)=O)cc1)C2=O (stereo not given)	1	-11	14	0.91	0.99	9	-1	3	-9
COc1cc2oc(=O)cc(-c3ccc(-c4ccc(C)cc4)cc3)c2c(OC)c1OC	4	21	nt	nt	0.96	nt	-9	5	-4
CC1=Nc2cccc3cccc(c23)N1	15	13	19	0.97	0.85	3	12	8	7
CCN(CC)c1ncnc2sc(C(=O)N3CCN(c4ccc(OC)cc4)CC3)c(C)c12	-4	9	14	1.2	1	-20	14	32	-5
O=C(Nc1ccc(S(=O)(=O)NCc2ccco2)cc1)c1ccc2ccccc2n1	4	29	-25	1	0.96	-4	12	28	-4
Cc1cnn(-c2cc(N/N=C/c3ccccc3)ncn2)c1	-4	4	21	1.3	1	-29	24	1	-8
O=C(N/N=C\c1ccc[nH]1)C1COc2ccccc2O1 (stereo not given)	33	0	6	1.1	0.67	-6	29	15	-12
COC(=O)Cc1ccc(NC(=S)NCCCN2CCOCC2)cc1	-8	4	-25	0.98	1.1	2	-9	-10	1
CCOc1ccc(CN2CCNC(=O)C2CC(=O)NCCCOc2cccnc2)cc1 (stereo not given)	1	4	14	1.1	0.99	-12	3	-8	-5

Profiles, quoted from the list.
COc1ccc(-n2c(=O)c3c(C)c(C)sc3n(Cc3cccc(F)c3)c2=O)c(OC)c1 in the list: mIAP inh = -2; Apaf-1 inh = -1; NALP3 yeast inh = 2; hIAP activ = 1; mIAP activ = 1; hIAP inh = -5; TIM10 inh = 15; tim10-1 inh = 6; ATG4B inh = -2
CCOC(=O)C1=CN(Cc2ccco2)S(=O)(=O)N(C)C1c1ccc(F)c(Cl)c1 (stereo not given) in the list: mIAP inh = 13; Apaf-1 inh = 17; NALP3 yeast inh = nt; hIAP activ = nt; mIAP activ = 0.87; hIAP inh = nt; TIM10 inh = 6; tim10-1 inh = 23; ATG4B inh = 14

Laid out differently: entries from further up.
canonical_smiles,mIAP inh,Apaf-1 inh,NALP3 yeast inh,hIAP activ,mIAP activ,hIAP inh,TIM10 inh,tim10-1 inh,ATG4B inh
O=C(N/N=C\c1ccc[nH]1)C1COc2ccccc2O1 (stereo not given),33,0,6,1.1,0.67,-6,29,15,-12
COC(=O)Cc1ccc(NC(=S)NCCCN2CCOCC2)cc1,-8,4,-25,0.98,1.1,2,-9,-10,1
CCOc1ccc(CN2CCNC(=O)C2CC(=O)NCCCOc2cccnc2)cc1 (stereo not given),1,4,14,1.1,0.99,-12,3,-8,-5

Going on with the list:
SMILES	mIAP inh	Apaf-1 inh	NALP3 yeast inh	hIAP activ	mIAP activ	hIAP inh	TIM10 inh	tim10-1 inh	ATG4B inh
Nc1ccc2c(c1)C(=O)C(=O)c1ccccc1-2	17	98*	33	1.2	0.83	-17	94*	92*	78*
COCCn1c(C)cc(C(=O)CN2C(=O)NC3(CCCCCCC3)C2=O)c1C	2	-5	7	1	0.98	-3	9	-10	-19
CC1CCN(c2nnc(NC(=O)Cn3c(=O)oc4ccccc43)s2)CC1	11	12	13	1	0.89	0	2	-8	-8
Cc1ccc(NC(=O)N(C2CCCCC2)C(C)c2cccnc2)cc1C (stereo not given)	-31	4	6	0.84	1.3	16	-44	-15	2
C#CCOCCOCCOCCNc1nc(N2CCN(C(=O)CCCCCCCCCCNC(=O)Cn3cc(C[C@@H](C)O)nn3)CC2)nc(N2CCN(C(=O)CCCCCCCCCCNC(=O)[C@H](CO)n3cc(CCCSC)nn3)CC2)n1	-34	37	8	1.2	1.3	-18	0	13	-43
COc1ccc(C(=O)Nc2c(N)nc(SCC(=O)N3CCC(C)CC3)[nH]c2=O)cc1	2	4	-2	0.81	0.98	19	8	-11	3
CCNc1nc(OCC)nc(N2CCC(Cc3ccccc3)CC2)n1	6	10	-11	1.1	0.94	-5	30	23	8
N#C/C(=C/c1ccc(N2CCOCC2)o1)C(=O)N1CCOCC1	19	4	7	0.72	0.81	28	-2	-16	11
COc1cccc(C(=O)NNC(=O)c2ccc(NS(=O)(=O)c3cccs3)cc2)c1OC	2	4	19	1	0.98	-1	6	-16	1
N#CCCN1CCN(S(=O)(=O)c2ccc(S(=O)(=O)NCc3ccccc3)cc2)CC1	7	-5	13	1	0.93	0	10	4	8
Cn1c(N)c(C(=O)COc2ccc(C#N)cc2)c(=O)n(C)c1=O	-2	6	0	0.94	1	6	-4	-4	-7
CCCSC1=N/C(=C/c2ccsc2)C(=O)N1c1ccccc1	15	19	-10	0.98	0.85	2	10	18	4
CCCOc1cccc(C(=O)Nc2ccc3c(c2)OCCO3)c1	2	-3	29	0.91	0.98	9	-10	-20	-2
COC(=O)c1c(C)[nH]c(C(=O)OCC(=O)c2c(N)n(CC(C)C)c(=O)n(C)c2=O)c1C	-6	2	1	1.1	1.1	-10	4	11	-6
CCN(CC)C(=O)c1nc[nH]c1C(=O)N1CCN(C(=O)OC(C)(C)C)CC1	-4	-2	1	1.1	1	-12	-5	-6	-4
N#CC1(NC(=O)COC(=O)c2cc([N+](=O)[O-])ccc2N2CCCC2)CCCCC1	8	9	8	1	0.92	-2	-4	8	-7
COc1cc(-c2nc3ccccc3c(=O)n2N)cc(OC)c1OC	2	-4	11	0.92	0.98	8	4	11	3
CCCONC(=O)Nc1ccccc1[N+](=O)[O-]	-2	0	1	1.1	1	-14	16	2	30
O=C(CSc1cccc[n+]1[O-])Nc1c(Br)cc([N+](=O)[O-])cc1Br	2	15	-2	1.1	0.98	-5	-1	1	-7
CSc1ncccc1C(=O)Nc1ccc(S(=O)(=O)NC2=NCCCCC2)cc1	-21	8	7	0.98	1.2	2	4	3	-2
Cc1ccc(-c2nnc(N3CCN(C(=O)COc4cccc(C)c4)CC3)c3ccccc23)cc1	8	19	29	0.76	0.92	24	-15	-22	-4
CCCCOc1ccccc1C1NC(=O)NC(C)=C1C(=O)OCc1ccco1 (stereo not given)	-3	11	7	0.8	1	20	13	8	-3
COc1ccc(-n2c(C)c(C)c3c(NCCO)ncnc32)cc1	-5	3	4	1	1	-3	11	16	1
Cc1ccnc(Nc2nc(-c3ccc(O)cc3O)cs2)c1	14	1	23	1.3	0.85	-31	-6	-8	4
CCC(Oc1ccccc1)C(=O)NCCOC (stereo not given)	7	1	4	0.85	0.93	15	6	0	7

Individual results from the list:
hIAP activ with N#CC1(NC(=O)COC(=O)c2cc([N+](=O)[O-])ccc2N2CCCC2)CCCCC1 stands at 1
tim10-1 inh with N#CCCN1CCN(S(=O)(=O)c2ccc(S(=O)(=O)NCc3ccccc3)cc2)CC1 stands at 4
Apaf-1 inh with C#CCOCCOCCOCCNc1nc(N2CCN(C(=O)CCCCCCCCCCNC(=O)Cn3cc(C[C@@H](C)O)nn3)CC2)nc(N2CCN(C(=O)CCCCCCCCCCNC(=O)[C@H](CO)n3cc(CCCSC)nn3)CC2)n1 stands at 37
mIAP activ with O=C(CSc1cccc[n+]1[O-])Nc1c(Br)cc([N+](=O)[O-])cc1Br stands at 0.98
ATG4B inh with CCCSC1=N/C(=C/c2ccsc2)C(=O)N1c1ccccc1 stands at 4

(more compounds)
SMILES	mIAP inh	Apaf-1 inh	NALP3 yeast inh	hIAP activ	mIAP activ	hIAP inh	TIM10 inh	tim10-1 inh	ATG4B inh
CC1CCCCC12NC(=O)N(CC(=O)NCc1ccco1)C2=O (stereo not given)	4	2	3	1	0.96	-4	-5	-12	0
CN1CCN(C(=O)c2ccc3c(c2)N(C)C(=O)/C(=C/c2cccc(Cl)c2)S3)CC1	5	11	12	1.1	0.95	-7	24	34	-2
CCCc1nc(SCC(=O)NNC(=O)C2CCCCC2)c2ccccc2n1	1	-29	12	1.1	0.99	-13	-2	4	-8
CC1(C)Cc2cccc(OCC(=O)NCc3ccccc3)c2O1	4	2	7	1.1	0.96	-7	-1	10	4
O=C(O)C1=C[C@@H](C2CCCCC2)C[C@@H](OCCCCO)O1	4	7	7	1.1	0.96	-6	3	6	9
COc1ccccc1CNC(=O)COC(=O)c1cc([N+](=O)[O-])ccc1N1CCOCC1	6	9	3	0.98	0.94	2	10	19	-9
O=C(Nc1ccccc1Oc1ccccc1)C1CC1	-3	5	-1	1.1	1	-11	2	17	-4
